Compound activity: PubChem BioAssay, several laboratories
VLA-4 inh: inhibition in a human VLA-4 binding assay; P13612; hit rate 0.2% among 330,000; VLA-4 expressing cells, ligand binding flow cytometry; inhibition, % (about 7 µM as worked out from the volumes in the protocol); in the data active = inhibition above about 50%
JMJD2C inh: blocks human GASC-1 demethylase activity; inhibition, % at 2.35 µM; Q9H3R0; GST-JMJD2C(1-420) H3K9me3 demethylation, DELFIA europium; hit rate 0.069% among 330,000; AID 2099;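 active = more than half of a compound's replicate wells show inhibition beyond 50%, single wells judged on their own value; inconclusive = some, but no more than half, of replicates pass 50% inhibition; inactive = no replicate passes 50% inhibition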;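 also: signal counts dimethyl H3K9 product captured on neutravidin plate; 0% = median of DMSO wells and 100% = 0.3 times that DMSO median; strong numbers were not always called active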
Target sequence (Q9H3R0 1-420 limits assumed): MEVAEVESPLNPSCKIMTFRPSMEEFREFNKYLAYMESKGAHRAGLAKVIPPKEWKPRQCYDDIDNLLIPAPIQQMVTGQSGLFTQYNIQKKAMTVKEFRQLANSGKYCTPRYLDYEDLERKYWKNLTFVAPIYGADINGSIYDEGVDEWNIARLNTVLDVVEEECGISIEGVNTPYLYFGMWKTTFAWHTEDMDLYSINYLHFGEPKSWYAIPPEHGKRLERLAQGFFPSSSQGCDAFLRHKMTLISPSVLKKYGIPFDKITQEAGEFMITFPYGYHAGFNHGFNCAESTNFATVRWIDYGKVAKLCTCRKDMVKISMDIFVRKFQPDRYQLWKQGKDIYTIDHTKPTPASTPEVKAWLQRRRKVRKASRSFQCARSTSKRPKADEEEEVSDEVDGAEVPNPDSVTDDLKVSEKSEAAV
MEP2-GFP yeast: modulators of TOR pathway MEP2-GFP in S. cerevisiae; hit rate 0.51% among 330,000; S. cerevisiae MEP2-GFP strain, flow cytometry GFP, 3 h; 100% = DMSO control level; GFP response vs DMSO, % at 10 µM;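 active = GFP response versus DMSO above a set limit, roughly screen mean plus 3 SD, cut at about 180% in these data; inconclusive = fewer than 70 cells counted for a yeast strain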;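 also: median GFP fluorescence of the barcode-gated MEP2-GFP cells per well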
RPL19A-GFP yeast: alters RPL19A-GFP fluorescence in TOR pathway yeast screen; percent response vs DMSO, % at 10 µM; S. cerevisiae RPL19A-GFP strain, flow cytometry, 3 h; hits give low values; hit rate 0.3% among 330,000;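 active = percent response vs DMSO below 50%; inconclusive = fewer than 70 events counted for the yeast strain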;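 also: median channel GFP fluorescence of the barcoded RPL19A-GFP strain; ratio of sample median GFP to plate DMSO average so 100% = DMSO; lower means less RPL19A-GFP as with rapamycin TOR inhibition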
CIT2-GFP yeast: modulators of TOR pathway CIT2-GFP in S. cerevisiae; S. cerevisiae CIT2-GFP strain, flow cytometry, 3 h; 100 means same as DMSO wells; GFP response vs DMSO, % at 10 µM; hit rate 0.065% among 320,000;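 active = GFP response relative to DMSO above a set limit, near the screen mean plus 3 SD, cut at about 150% in these data; inconclusive = Fewer than 70 cells measured for a yeast strain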;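 also: ratio of well median GFP fluorescence to mean of DMSO wells on the plate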
AGP1 TOR yeast: modulators of TOR pathway AGP1-GFP in S. cerevisiae. S. cerevisiae AGP1-GFP multiplex flow cytometry, 3 h; GFP as percent of DMSO wells. GFP response vs DMSO, % at 10 µM. AID 2066. hit rate 0.02% among 320,000;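 active = GFP response relative to DMSO above a set limit, near screen average plus 3 SD, cut at about 150% in these data; inconclusive = fewer than 70 cells counted for the yeast strain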;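 also: median GFP channel fluorescence of the gated AGP1 strain per well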
GRK2 aptamer HTS: blocks RNA aptamer binding to human GRK2; bead flow cytometry, FAM-aptamer displacement from GRK2; inhibition of aptamer binding, % at 10 µM; hit rate 0.59% among 330,000;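 active = inhibition of aptamer binding above 40%, roughly 3 SD of noise, on plates passing a quality check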;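 also: median bead fluorescence of bound FAM aptamer so fluorescent compounds give negative values; no value below 0 was filed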
LAP4-GFP MLPCN: yeast TOR pathway LAP4-GFP modulation. S. cerevisiae LAP4-GFP multiplex, flow cytometry GFP, 3 h; median GFP as percent of DMSO wells. GFP response vs DMSO, % at 10 µM. hit rate 0.34% among 320,000. AID 2023;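 active = GFP response vs DMSO above a set limit, about the screen mean plus 3 SD, cut at about 150% in these data; inconclusive = under 70 cell events counted for the yeast strain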
Numbers without * were called inactive; ? = inconclusive; nt = no result given; & = joins results of further samples; [ ] = dose if it differs, or a comment.

canonical_smiles	VLA-4 inh	JMJD2C inh	MEP2-GFP yeast	RPL19A-GFP yeast	CIT2-GFP yeast	AGP1 TOR yeast	GRK2 aptamer HTS	LAP4-GFP MLPCN
O=C(CSc1nnc(-c2ccccc2F)n1C1CC1)Nc1cccnc1Cl	-7	-3	85	93	91	94	4	96
COc1ccc(C2N(C(=O)c3ccccc3)CCN2C(=O)c2ccc(C)cc2)cc1 (stereo unspecified)	6	0	111	103	103	110	0	112
CCCn1c(SCC(=O)NC2CCCCC2)nnc1-c1ccncc1	-4	5	94	99	86	98	0	95
O=C(Nc1ccnn1C1CCN(Cc2cccnc2)CC1)c1ccccc1Cl	11	-5	98	92	98	109	0	102
COC(=O)c1ccc(C2NC(=O)c3c(sc(C)c3C)N2)cc1 (stereo unspecified)	-6	14	94	90	115	102	1	98
Cc1ccc(-n2nc(C)cc2N)c(C)c1	8	8	105	103	106	111	0	106
CC[C@H](C)[C@@H](CNC)NC[C@@H](Cc1ccc(O)cc1)NCC(C)(C)C	9	-7	97	97	77	87	0	130
O=C(COc1ccc2oc(-c3ccccc3)cc(=O)c2c1)Nc1ccccc1	12	3	107	103	98	96	0	92
COCCCNS(=O)(=O)c1ccc(OC)c(Cl)c1Cl	29	-1	100	94	98	96	2	97
COc1ccc(/C=N/NC(=O)CNC(=O)/C=C/c2ccccc2OC)cc1	17	-17	102	98	100	95	1	96
COc1ccc(NS(=O)(=O)c2cccc(C(=O)NNC(=O)c3ccc(O)c(Cl)c3)c2)cc1	-8	-9	91	90	84	88	4	90
CCC(=O)Nc1ccc(-c2ccc(N3CCCCC3)nn2)cc1	3	-2	98	97	101	104	0	104
O=C(Nc1ccc(S(=O)(=O)Nc2cnc3ccccc3n2)cc1)c1ccccc1Br	0	-5	104	98	95	96	0	91
COc1ccccc1CC(=O)NCC(c1ccco1)N1CCCCC1 (stereo unspecified)	-21	7	111	105	113	107	0	95
CCCCc1nnc(NC(=O)C2CCCO2)s1 (stereo unspecified)	8	2	100	97	100	99	0	99
O=C(CCN1CCN(S(=O)(=O)c2cccc([N+](=O)[O-])c2)CC1)Nc1ccccc1F	9	-2	100	95	100	97	0	98
COC(=O)CSc1cnc2ccccc2n1	4	26	102	101	102	95	0	108
CCOC(=O)c1c(NC(=O)CC2SC(N)=NC2=O)sc(C)c1C (stereo unspecified)	4	1	92	94	91	89	1	90
COc1cc(C2Nc3ccccc3C(=O)N2c2ccc3c(c2)OCCO3)ccc1OCC(C)C (stereo unspecified)	11	6	108	100	102	100	0	97
COc1ccc(Nc2ccccc2C(=O)O)cc1	1	-9	97	95	92	93	0	109
O=C(Nc1ccc(C(=O)N2CCOCC2)cc1)Nc1ccc(Cl)cc1Cl	-1	22	100	104	95	105	0	105
CCCCc1cc(=O)oc2c(CN(CC)CC)c(O)c(Cl)cc12	12	3	98	97	100	106	0	102
CC(NC(=O)c1ccco1)C(=O)N1CCN(S(=O)(=O)c2ccccc2C#N)CC1 (stereo unspecified)	5	9	96	93	91	93	2	95
Cc1nn(-c2ccc(Cl)cc2)c(Cl)c1/C=C(\C#N)C(N)=O	12	8	102	104	102	109	0	100
CCCN(CC(=O)Nc1ccccc1C)C(=O)c1ccc(-c2ccc([N+](=O)[O-])cc2)o1	6	-3	609*	70	132	140	6	196*
O=C(O)c1ccc(Nc2nc3ccccc3nc2NS(=O)(=O)c2cccs2)cc1	0	-17	96	92	91	88	94*	84
CCNC(=O)/C(C#N)=C/c1c(N2CCCCCC2)nc2c(C)cccn2c1=O	1	10	104	99	103	110	0	nt
COc1ccc2ccccc2c1-c1csc(N)n1	2	10	96	101	97	100	0	112
c1ccc2c(c1)CCN(C1CCCCC1)C2	-4	9	112	106	109	109	3	111
CC(C)CCOc1ccc(C2=NNC(=O)CC2)cc1	2	8	118	101	110	101	0	92
CCOc1ccc(C2C(C#N)=C(N)Oc3nc[nH]c(=O)c32)cc1 (stereo unspecified)	1	11	100	105	91	108	1	89
CC(C)c1ccc(/C=N/Nc2cc(N3CCOCC3)nc(N3CCOCC3)n2)cc1	-4	2	95	94	85	83	0	95
Cc1cccnc1NC(=O)/C=C/c1ccc2c(c1)OCO2	2	-5	101	105	100	102	4	93
CCCc1nc(SCC(=O)NNC(=O)C2CCCCC2)c2ccccc2n1	-2	8	96	97	97	110	1	99
O=C(c1cccc(S(=O)(=O)N2CCCCCC2)c1)N1CCN(c2ccccc2)CC1	4	0	96	93	98	99	3	114
CCn1cnc2c1c(=O)n(CC(=O)Nc1cc(C)on1)c(=O)n2Cc1ccccc1	-1	-4	92	94	97	97	4	94
CCC(CC)C(=O)Nc1cc(C(=O)NCCc2ccccc2)ccc1Cl	6	-12	99	97	97	100	2	96
Cc1ccn(-c2ccc(NC(=O)c3cccs3)cc2)n1	-3	2	91	92	83	85	0	89
CCOC(=O)c1oc2ccc(OC)cc2c1NC(=O)CN1CCN(C)CC1	-15	-1	97	99	97	102	0	98
CC1CN(CCc2ccccc2)c2nc3c(c(=O)[nH]c(=O)n3C)n2C1 (stereo unspecified)	10	-9	89	99	84	88	0	89
CN(C)C(/C=C/Nc1ccc([N+](=O)[O-])cc1)=C(C#N)C#N	4	-26	106	85	nt	94	0	84
CC1=CC(C)(C)N(S(=O)(=O)c2ccc(F)cc2)c2ccccc21	-3	1	99	95	96	95	3	94
COc1cccc(NC(=O)Cn2nnc(-c3ccccc3N)n2)c1	8	2	106	100	103	104	0	95
NC(=O)Cn1c(=O)n(CCC(=O)Nc2ccc(F)cc2)c(=O)c2sccc21	6	5	94	96	101	92	1	84
CN(C)c1nc(N)nc(CSc2nnnn2-c2ccc(F)cc2)n1	2	-1	102	nt	99	92	2	104
c1coc(C2=NCCc3ccccc32)c1	-8	7	94	102	104	98	4	82
CCOc1ccc(-c2nc(N)nc(C)c2-c2ccc(OC)c(OC)c2)c(O)c1	-2	nt	109	92	105	95	0	98
CSc1nc2ccc(NC(=O)c3ccc(=O)n(C)n3)cc2s1	1	-3	110	103	112	89	0	96
COc1cc(Cl)ccc1OCc1cc(C(=O)N2C[C@@H]3CCC[C@H]2C3)no1	4	-3	102	102	98	106	4	113
Cc1nnc(N2C(=O)C(=O)/C(=C(/O)c3ccc4c(c3)OCCO4)C2c2ccc(F)cc2)s1 (stereo unspecified)	2	12	98	94	99	95	5	88
CC(C)Oc1ccccc1C1Nc2ccccc2C(=O)N1c1ccc2c(c1)OCCO2 (stereo unspecified)	6	2	210*[may fluoresce violet]	52[may fluoresce violet]	?	nt	0	80[may fluoresce violet]
CC(=O)c1ccccc1NS(=O)(=O)c1cccc2nsnc12	-1	3	105	103	105	106	36	92
C=CCNc1sc(C(=O)c2cccs2)c(N)c1C#N	9	9	99	94	91	92	0	96
Cc1nnc(SCc2c(Cl)cccc2[N+](=O)[O-])s1	0	-6	83	101	85	90	0	119
COc1ccc(C(C)=O)cc1COC(=O)c1cccnc1Cl	-3	-14	108	103	97	101	3	100
C=CCSc1nc2nc(C)cc(C)n2n1	0	1	106	103	97	101	3	102
COc1ccc(OCC(N)=O)cc1	24	3	100	97	99	106	0	105
O=C(COC(=O)COc1ccc2ccccc2c1)NCC(F)(F)F	-2	10	91	95	92	98	4	100
Cc1ccn(Cc2n[nH]c(=S)n2Cc2ccccc2)n1	2	9	99	96	95	95	1	93
CSc1ccc(S(=O)(=O)NCC(=O)OCC(=O)N2CC(C)CC(C)C2)cc1[N+](=O)[O-] (stereo unspecified)	1	9	98	96	87	98	5	102

Following part.
canonical_smiles	VLA-4 inh	JMJD2C inh	MEP2-GFP yeast	RPL19A-GFP yeast	CIT2-GFP yeast	AGP1 TOR yeast	GRK2 aptamer HTS	LAP4-GFP MLPCN
Cc1cccn2c(=O)c3cc(C(=O)NC4CCCCC4)c(=N)n(CCN4CCOCC4)c3nc12	15	-4	98	92	97	77	1	91
COCCN1C(=O)N[C@@H](CCc2ccccc2)[C@H](C(C)=O)[C@H]1C	3	-10	86	94	65	77	0	105
CN(CC(=O)Nc1ccccc1Cl)C(=O)COC(=O)c1nc(Cl)c(Cl)c(Cl)c1Cl	-5	-10	94	101	110	101	2	100
CCNC(=O)COC(=O)COc1ccc(Cl)cc1C	2	-6	100	95	90	92	0	92
CCn1c(SCC(=O)Nc2nnc(C)s2)nnc1-c1ccco1	-11	-14	103	102	107	99	0	102
CCc1cc(S(N)(=O)=O)cc(CC)c1NC(C)=O	31	-1	97	95	93	97	0	99
O=C(NCCN1CCOCC1)c1ccc2c(c1)N(Cc1c(F)cccc1Cl)C(=O)c1ccccc1S2	1	5	106	102	101	102	1	99
Cc1ccc(N(CC(=O)Nc2ccc3c(c2)OCCO3)S(C)(=O)=O)cc1	-54	-1	95	99	107	101	3	102
Clc1ccc(-c2ccc(-c3nn4c(-c5ccco5)nnc4s3)o2)cc1	-15	-5	111	103	90	100	0	117
CCN(C(=O)Cn1cnc2c1c(=O)n(C)c(=O)n2C)C1CCCCC1	1	-1	98	98	91	103	0	104
CCC(OC(=O)c1cc2sccc2n1C)C(=O)NCc1ccco1 (stereo unspecified)	-1	-1	104	93	93	96	0	101
COCc1nnc(NC(=O)CSc2ccccc2)s1	15	1	84	99	88	102	2	88
Cc1cccc(NC(=O)c2cc(NC(=O)c3ccco3)ccc2Cl)n1	2	nt	99	99	99	98	0	98
O=C(O)c1cc([N+](=O)[O-])ccc1NCCc1ccccc1	-1	13	107	107	94	108	4	134
CCC(C(=O)NC1CCCCCC1)c1ccccc1 (stereo unspecified)	-10	1	101	96	103	99	0	111
O=c1c2ccccc2nc(CSc2nnnn2-c2ccccc2)n1-c1cccc(C(F)(F)F)c1	30	6	101	97	98	97	0	96
COC(=O)c1ccc(C)c(NC(=O)Cc2coc3cc(OC)ccc23)c1	9	-1	106	95	93	86	0	109
CSc1nnc(-c2cc[n+](C)cc2)n1CCO	5	2	102	102	101	95	0	89
Cc1[nH]nc2ncc(C(=O)c3cc(F)ccc3O)cc12	-4	-6	98	100	98	97	3	96
CC(C)Cc1nnc(NC(=O)CCC(=O)N2CCN(Cc3ccccc3)CC2)s1	1	-2	100	104	106	104	1	105
CCCn1nnnc1NCc1ccc(F)cc1	5	-10	103	101	104	98	0	97
CCC(Oc1ccc2c(=O)c(-c3ccccc3OC)coc2c1)C(=O)OCc1ccccc1 (stereo unspecified)	-49	2	102	98	102	101	0	103
O=C(O)c1ccc(S(=O)(=O)N2CCCc3ccccc32)cc1	1	-12	107	102	99	102	0	116
COC(=O)NC1CCC(NC(=O)OC)CC1 (stereo unspecified)	-5	1	104	103	96	107	0	101
Cc1oc2c(C)c(O)ccc2c(=O)c1-c1ccc2ccccc2n1	-1	13	99	97	96	95	0	101
CCn1c(Oc2ccccc2)nc2c1c(=O)n(C)c(=O)n2C	-5	-4	99	104	101	92	nt	93
Cc1cc(C)[n+]2n1C(=O)C(c1ccccc1)=C2[O-]	25&17	0&1	100&104	99&102	101&101	100&101	0&0	102&103
CS(=O)(=O)c1sc(C#N)c2c1C(=O)CC(c1ccccc1)C2 (stereo unspecified)	25	7	99	89	82	95	0	209*
